ADAM17 inh: ADAM17 inhibitors, primary screen, biochemical, QFRET. recombinant ADAM17, EDANS/DABCYL FRET peptide cleavage. inhibition, % at 6.95 µM. hit rate 0.83% among 370,000. AID 720648, 2013. Disintegrin and metalloproteinase domain-containing protein 17 (Homo sapiens), P78536;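 active means inhibition above the mean of compounds lying between control limits plus 3 SD, set per campaign, cut at about 8.5% in these data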;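 further: 0% = DMSO-only wells as the low control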
ADAM10 inh: human ADAM10 inhibitors, primary screen, biochemical, QFRET, HTS; AID 720582, 2013; hit rate 0.62% among 370,000; recombinant ADAM10, EDANS/DABCYL FRET peptide cleavage, 3 h; inhibition, % at 7 µM;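 active means inhibition above a per-campaign cutoff equal to the mean of compounds falling between control-based bounds plus 3 SD, cut at about 20% in these data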;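 further: 0% = DMSO wells while the 100% control is not disclosed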
ASAP1 inh: inhibitors of human ASAP1 ArfGAP activity, primary screen, biochemical, fluorescence polarization | Arf-GAP with SH3 domain, ANK repeat and PH domain-containing protein 1 (Homo sapiens), … | ASAP1-stimulated ARF1 GTP hydrolysis, GDP FP detection | inhibition, % at 16.5 µM | hit rate 0.19% among 360,000 | AID 624377, 2012; in the data active means inhibition above about 25%;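 further: 0% = vehicle with enzyme and substrate and 100% = no enzyme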
TDP2 inh: human TDP2 enzyme inhibitors, primary screen, biochemical, epi absorbance, recombinant enzyme | T5PNP hydrolysis, p-nitrophenol absorbance 415 nm | inhibition, % at 12.8 µM | hit rate 0.34% among 370,000 | AID 720702, 2013;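 active means inhibition above the mean of all tested compounds plus 3 SD, set per campaign, cut at about 25% in these data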;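 further: 0% = DMSO with enzyme and 100% = buffer with substrate but no TDP2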
Target sequence (O95551 whole entry, looked up): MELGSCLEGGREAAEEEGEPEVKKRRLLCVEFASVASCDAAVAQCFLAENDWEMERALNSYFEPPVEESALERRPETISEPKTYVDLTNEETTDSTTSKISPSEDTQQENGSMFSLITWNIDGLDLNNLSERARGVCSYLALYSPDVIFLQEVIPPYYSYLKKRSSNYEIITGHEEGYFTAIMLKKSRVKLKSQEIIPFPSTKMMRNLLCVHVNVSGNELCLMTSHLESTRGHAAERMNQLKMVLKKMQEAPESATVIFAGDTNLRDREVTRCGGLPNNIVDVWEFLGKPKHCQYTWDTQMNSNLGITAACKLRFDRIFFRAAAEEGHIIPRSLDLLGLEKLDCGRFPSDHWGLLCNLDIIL
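Incubation: 2 h at 37 °C; Test system: recombinant human TDP2; Quantity: enzyme 120 nM; Read-out basis: percent inhibition; Medium: 50 mM Tris-HCl pH 7.5 with Mg2+, KCl, DTT, BSA; Repeats: single replicate; Compound: 12.8 µM single point, 1% DMSO; Signal: epi absorbance; Reagent: 5 mM T5PNP chromogenic substrate; Benchmarks: no-enzyme high, DMSO-plus-enzyme low.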
SIAE primary: human SIAE inhibitors, primary screen, biochemical, fluorescence polarization, FP-Rh probe, 1536-well HTS. AID 1053197, 2014. hit rate 0.69% among 370,000. inhibition, % at 9.66 µM. SIAE FP-Rh probe binding. Sialate O-acetylesterase (Homo sapiens), Q9HAT2;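 active means inhibition above a cutoff: mean of compounds within the control limits plus 3 SD of those, cut at about 17% in these data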;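 further: 0% = plate median of compound wells and 100% = probe without SIAE protein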
Target sequence (Q9HAT2 whole entry, looked up): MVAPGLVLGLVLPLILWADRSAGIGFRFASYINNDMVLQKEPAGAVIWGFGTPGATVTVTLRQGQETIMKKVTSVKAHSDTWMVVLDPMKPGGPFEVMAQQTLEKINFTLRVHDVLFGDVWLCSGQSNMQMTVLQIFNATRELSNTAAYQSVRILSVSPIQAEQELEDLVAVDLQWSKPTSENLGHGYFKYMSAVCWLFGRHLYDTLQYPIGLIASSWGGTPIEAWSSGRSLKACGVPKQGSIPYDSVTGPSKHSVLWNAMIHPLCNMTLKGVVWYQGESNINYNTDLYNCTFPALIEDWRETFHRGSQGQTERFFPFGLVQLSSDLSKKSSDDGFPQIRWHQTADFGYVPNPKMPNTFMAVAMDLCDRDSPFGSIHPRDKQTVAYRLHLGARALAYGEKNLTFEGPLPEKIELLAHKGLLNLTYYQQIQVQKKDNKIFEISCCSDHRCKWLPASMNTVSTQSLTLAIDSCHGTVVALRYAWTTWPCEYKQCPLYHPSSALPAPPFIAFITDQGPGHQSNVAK
PLCg1 inh: PLC-gamma1 enzyme inhibitors, primary screen, biochemical, fluorescence, purified enzyme; 1-phosphatidylinositol 4,5-bisphosphate phosphodiesterase gamma-1 (Homo sapiens), P19174; fluorogenic substrate; inhibition, % at 12.2 µM; hit rate 0.84% among 370,000; in the data active means inhibition above about 9.5%
DDE Tn6 FP inh: inhibitors of Tn6 peptide binding to fibrin DD(E), primary screen, biochemical, fluorescence polarization, human fibrin, Tn6 probe; hit rate 0.21% among 370,000; AID 720509, 2013; Fibrin DD(E) TRITC-Tn6 fluorescence polarization displacement; inhibition, % at 8.3 µM;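 active means inhibition above a per-campaign cutoff: mean of compounds within control limits plus 3 SD, cut at about 15% in these data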;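 further: 0% = median of all compound wells on the plate and 100% = blocking peptide control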
ARFGAP1 inhibitor: inhibitors of rat ARFGAP1 GAP activity, primary screen, biochemical, fluorescence polarization, GDP tracer; ADP-ribosylation factor GTPase-activating protein 1 (Rattus norvegicus), Q62848; Arfgap1-stimulated ARF1 GTP hydrolysis, GDP FP detection; inhibition, % at 16.5 µM; hit rate 0.26% among 360,000; AID 651572, 2012;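 active means inhibition above a per-plate limit, mean inhibition of low control wells plus 3 SD, cut at about 25% in these data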;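 further: 0% = DMSO wells with enzyme and 100% = wells lacking Arfgap1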
Target sequence (Q62848 1-136 limits assumed): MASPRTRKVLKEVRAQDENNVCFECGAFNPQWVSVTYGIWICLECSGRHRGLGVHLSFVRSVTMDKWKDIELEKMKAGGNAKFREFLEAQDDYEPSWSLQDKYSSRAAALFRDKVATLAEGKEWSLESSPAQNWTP
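Repeats: one replicate per compound; assay system: rat Arfgap1 catalytic domain, aa 1-136; times: enzyme reaction 120 min at 25 °C after 20 min preincubation; detection: FP of antibody-bound GDP Alexa 633 tracer, ex 620/em 688 nm; benchmarks: high control wells lacking Arfgap1, low control full reaction with DMSO; reagent: human ARF1(Δ1-17)-GTP substrate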
Tn7 DDE FP: inhibitors of Tn7 peptide binding to fibrin DD(E), primary screen, biochemical, fluorescence polarization, human fibrin, Tn7 probe; Fibrinogen beta chain (Homo sapiens), P02675; FP displacement of FITC-Tn7 peptide from fibrin DD(E); 0% = median of compound wells per plate; inhibition, % at 8.3 µM; hit rate 0.13% among 370,000;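 active means inhibition above the mean of compounds falling within the control limits plus 3 SD of them, cut at about 14% in these data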;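 further: 0% = plate median of compound wells and 100% = 10 µM Aha-Tn7 peptide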
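System: human fibrin DD(E); quantity: Fibrin-DD(E) at 2 µM final; also added: fluorescent Tn7 probe at 0.1 µM; compound dosing: single nominal test concentration of 8.3 µM per compound; schedule: 10 min preincubation, 3 h with tracer, room temperature; detection: fluorescence polarization of the labelled Tn7 tracer; repeats: one replicate per compound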
PLC-beta3 inh: human PLC-beta3 inhibitors, primary screen, biochemical, fluorescence; 1-phosphatidylinositol 4,5-bisphosphate phosphodiesterase beta-3 (Homo sapiens), Q01970; Purified PLC-beta3, fluorogenic substrate; inhibition, % at 12.2 µM; hit rate 0.18% among 370,000; in the data active means inhibition above about 11%;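 further: 0% = median of compound wells on plate and 100% = full blocker control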
The depositor's hits bear a star; i = inactive; nt = not tested or not shown.

SMILES	ADAM17 inh	ADAM10 inh	ASAP1 inh	TDP2 inh	SIAE primary	PLCg1 inh	DDE Tn6 FP inh	ARFGAP1 inhibitor	Tn7 DDE FP	PLC-beta3 inh
Cc1ccc(C)c(NC(=S)NNC(=O)c2sccc2C)c1	1.7	7.6	-15.1	-6.6	6.5	0.6	0.1	-7.9	-1.8	3.4
N#Cc1cccc(C(=O)Nc2ccccc2C(=O)NC2CC2)c1	-2.8	0.7	1.6	0.9	5.2	-3.3	-6.0	-5.9	-0.2	-2.9
Cc1ccc(N2CC(C(=O)OCC(=O)c3ccc[nH]3)CC2=O)cc1 (stereo not drawn)	-4.0	-5.6	-3.1	-0.1	-1.7	-2.1	-6.0	2.6	12.3	-9.9
O=S(=O)(c1ccc(F)cc1)N1CCN(C(=S)NCc2ccccc2)CC1	5.0	9.3	8.1	-10.3	-5.3	5.0	0.2	-8.2	-8.0	-2.2
CC[C@@H](NC(=O)[C@@H](Cc1ccccc1)NC(=O)CC[C@H]1O[C@@H](n2ccc(=O)[nH]c2=O)[C@H](O)[C@@H]1O)c1ccccc1	-4.6	0.1	1.0	0.4	-1.2	2.1	-4.1	-4.8	-3.3	3.6
COc1ccc(C2CC(c3cccs3)=NN2S(C)(=O)=O)cc1OC (stereo not drawn)	-7.0	-0.2	-5.1	6.3	4.2	0.5	-0.7	5.8	3.2	-0.3
Cc1ccc(Cl)cc1N1CCN(C(=O)c2noc(C(C)C)c2[N+](=O)[O-])CC1	2.7	7.7	6.7	-6.1	3.9	0.3	-6.4	-1.3	5.6	-3.3
CC1=C(c2ccc(C)cc2)S(=O)(=O)N(CC(=O)O)C1=O	1.0	1.4	-12.8	16.0	-1.5	1.7	-3.9	-15.2	1.1	6.3
COC(=O)c1cccc(Cn2ccc3ccc(-c4ccc5ccn(C(=O)c6ccccc6C)c5c4)cc32)c1	-5.8	-41.7	nt	14.2	12.8	-16.3	-6.2	nt	0.2	-23.9
CCc1nc(N2CCN(S(C)(=O)=O)CC2)c2c3c(sc2n1)CCCC3	2.4	-1.5	3.6	-4.5	1.4	-4.1	-4.4	3.6	-2.5	-0.6
CCOC(=O)CSc1nnc(CNc2nc(-c3ccccc3)cs2)n1C	-3.1	0.3	-19.7	-6.0	9.5	-7.2	7.7	10.3	2.6	-6.2
Cc1cc(C)c2nc(-n3nc(C)cc3N)cc(C)c2c1	1.1	3.1	-3.6	2.6	-4.5	-3.4	3.7	-4.0	-3.7	5.5
Cc1cc(C)n(-c2ccc(C(=O)OCC(=O)NCc3ccc(F)cc3)cc2)n1	-3.0	-7.5	1.5	-3.5	1.1	2.3	0.9	-1.8	-3.1	0.2
Cc1cccc2c1N(C)C(=O)C2=O	-3.7	-9.8	-9.4	3.9	-1.4	2.4	7.2	-2.5	1.2	-3.2
O=C(Cc1ccc(F)cc1)Oc1ccc(C(=S)N2CCCC2)cc1	4.4	6.6	13.5	-8.4	0.0	-0.6	6.7	2.8	5.5	-1.4
O=[N+]([O-])c1ccc(C=NNc2ccccc2)cc1	-2.7	-2.3	1.3	7.2	12.2	2.5	-6.7	11.5	-5.4	-0.3
O=C1c2ccc3c4c(ccc(c24)C(=O)N1NC(=O)C(F)(F)F)CC3	-60.3	-150.5	0.8	6.1	-0.9	-13.8	6.3	-2.2	8.8	-9.9
COc1ccc(CCn2c(=O)c3cccnc3n(Cc3ccc([N+](=O)[O-])cc3)c2=O)cc1OC	0.9	3.1	3.0	6.2	7.0	2.2	1.9	12.1	1.5	2.2
CC(C)(C)C(=O)CSc1nc2c(c(-c3cccs3)c1C#N)CCC2	-0.6	0.3	7.1	5.5	-3.8	-3.1	5.9	-7.6	-4.5	-4.1
COc1nc(-c2cnccn2)sc1C	1.4	0.0	0.1	-0.5	1.1	3.1	-4.5	4.7	-4.2	-0.4
Cc1ccc(NC(=S)Nc2ccc(OC(F)F)c(Cl)c2)cc1Cl	-0.5	2.8	9.3	-0.2	-9.2	1.3	-4.3	4.0	1.7	0.8
CSc1nc(-c2ccc(Cl)cc2)c(C#N)c(=O)n1C	-0.8	2.0	-17.0	10.8	-4.7	0.7	2.2	9.3	-7.0	-9.9
CC1(C)Cc2c(cnn2-c2ccccc2)C(NC(=O)CCCn2cncn2)C1 (stereo not drawn)	-1.3	-9.5	-8.3	12.2	1.6	0.6	1.4	9.0	4.3	-9.6
N#CCCN(C(=O)COC(=O)c1ccc2c(=O)n3c(nc2c1)CCC3)c1ccccc1	-2.7	-12.0	-7.0	-4.8	3.7	-2.0	3.0	0.7	-9.8	-5.0
C=CCn1c(COc2ccc(C)cc2)nnc1SCC(=O)Nc1cc(Cl)cc(Cl)c1	4.6	6.9	nt	-15.0	-1.8	1.4	1.4	nt	-5.5	1.8
Cn1c(CNC(=O)c2ccc3c(c2)OCO3)nnc1SCC(=O)Nc1ccccc1Cl	-6.6	4.0	0.8	-10.1	-7.2	0.5	-0.9	3.0	4.8	-10.7
CCOc1ccccc1C(=O)NCC(=O)NNC(=O)CN(C)S(=O)(=O)c1ccc(Cl)cc1	-3.3	3.3	5.4	3.1	-1.6	4.2	3.0	-1.0	-2.7	1.2
CC(=O)c1sc(N)c(C(=O)OC(C)C)c1C	3.6	5.9	-1.4	-7.9	4.4	8.1	-3.0	-6.9	-3.4	6.9
Cc1nnc(SCC(=O)NC23CC4CC(CC(C4)C2)C3)n(N)c1=O	-6.8	-9.1	4.5	2.5	-0.9	0.2	3.4	1.2	-2.4	-8.4
Fc1ccc(CSc2nncn2NCc2ccc3c(c2)OCO3)cc1	-4.4	0.7	-3.3	7.2	8.9	7.8	-10.4	-6.6	-1.1	1.2
CC(=O)c1c(C)nc2cc(Cl)ccc2c1N	-0.7	-1.6	6.9	-8.6	-4.6	0.9	6.5	3.3	-2.0	2.2
Cc1ccc(-c2noc(CCC(N)=O)n2)cc1	1.7	2.3	-17.4	0.3	-8.6	1.0	4.1	-2.7	3.7	2.1
Cn1c(=O)c([N+](=O)[O-])c(N2CCN(Cc3ccc4c(c3)OCO4)CC2)c2ccccc21	-3.8	4.2	-7.6	0.5	0.7	-1.3	8.4	-1.7	-2.4	-42.2
COc1cc2c(cc1OC)-c1cc(OCCN3CCOCC3)nc(=O)n1CC2	i	i	1.3	12.4	4.1	i	-3.6	11.0	-1.0	i
O=C(Nc1ccc(C2=NCCN2)cc1)c1ccc(C(=O)Nc2ccc(C3=NCCN3)cc2)c([N+](=O)[O-])c1	-2.8	3.6	3.2	1.4	-8.2	2.1	-2.4	26.9*	7.1	-2.8
C=CCN1N=C(/C=C/c2ccccc2)CCC1=O	1.7	-14.7	-11.3	-4.3	-3.7	2.4	-3.7	-1.2	3.2	-0.3
COc1cc2c(cc1OC)-c1nc3ccccc3c(=O)n1C(C)(C)C2	-3.4	-12.9	-4.3	-0.6	0.3	-37.5	-0.7	-8.9	1.4	-54.1
CN(c1ccccc1)S(=O)(=O)c1ccc(NC(=O)c2ccccc2C(=O)O)cc1	2.2	3.0	-9.9	-7.3	-5.4	-9.9	-0.9	7.6	-0.2	-3.2
O=C(c1ccccc1)c1ccc(Cn2cc(-c3ccccc3)nn2)cc1	5.6	14.5	9.5	4.8	-4.1	-2.8	5.6	-6.1	-6.1	2.1
Cc1ncc(CN2CCC(C(=O)Nc3cccc(-c4cscn4)c3)CC2)cn1	6.0	-2.2	-4.5	2.8	-5.3	6.5	-1.7	7.5	0.5	-5.5

Overlap with the part before: 2 entries, followed by the next part.
SMILES	ADAM17 inh	ADAM10 inh	ASAP1 inh	TDP2 inh	SIAE primary	PLCg1 inh	DDE Tn6 FP inh	ARFGAP1 inhibitor	Tn7 DDE FP	PLC-beta3 inh
O=C(c1ccccc1)c1ccc(Cn2cc(-c3ccccc3)nn2)cc1	5.6	14.5	9.5	4.8	-4.1	-2.8	5.6	-6.1	-6.1	2.1
Cc1ncc(CN2CCC(C(=O)Nc3cccc(-c4cscn4)c3)CC2)cn1	6.0	-2.2	-4.5	2.8	-5.3	6.5	-1.7	7.5	0.5	-5.5
COc1ccc(-c2nc3c(C)cc(Br)cn3c2Cc2ccsc2)cc1OC	-4.9	-10.2	4.6	1.1	6.5	-7.6	2.1	0.5	0.4	-11.4
Cc1cccc(Cn2c(SCCO)nc3c2c(=O)n(C)c(=O)n3C)c1	-3.9	-5.9	-5.1	5.7	4.1	0.0	-3.2	-9.8	0.0	-1.9
COCCNC(=O)C1(C)CCCN(C(=O)c2cccnc2SC)C1 (stereo not drawn)	0.2	-5.0	-7.7	0.6	-4.1	-3.2	2.1	-0.3	0.7	2.5
S=C(c1ccc2c(c1)OCO2)N1CCN(c2cccc(Cl)c2)CC1	5.2	5.7	-16.2	-8.2	-1.4	-3.7	-2.9	14.8	-1.7	2.1
CCOC(=O)c1sc(N=NC2=C(O)CC(C)(C)CC2=O)c(C(=O)OCC)c1C	-2.6	-6.8	7.5	-11.2	-3.3	-1.5	6.8	-1.1	3.8	-8.2
COc1cccc(OCC(O)CN2CCc3ccccc3C2)c1 (stereo not drawn)	-1.5	-1.1	-1.4	-9.1	-4.4	-2.5	-8.5	4.5	0.8	-12.5
CC(=O)Oc1ccc(N(C(C)=O)S(=O)(=O)c2cccs2)cc1	-2.6	2.1	5.5	6.8	5.0	0.4	-5.8	2.4	0.2	-0.1
Cc1onc(-c2ccccc2)c1C(=O)NNC(=S)NC(=O)c1ccc(Cl)cc1Cl	-2.2	7.1	-0.4	2.1	1.8	-1.8	-3.5	9.7	-0.5	-0.9
S=c1[nH]nc(COc2ccccc2)n1/N=C/C=C/c1ccccc1	3.0	-0.9	1.7	3.4	6.0	1.5	-6.0	5.0	-7.4	-2.6
